KDM5B inh: Primary screen for KDM5B Histone Demethylases FDH-coupled qHTS; KDM5B demethylase, FDH-coupled NADH fluorescence (FDH is formaldehyde dehydrogenase); 220,000 tested, 2.6% active; Potency, µM (highest dose often 57.7 µM), inactives show at the highest dose activity change, negative = inhibition, actives largely listed as inhibitors; Lysine-specific demethylase 5B (Homo sapiens), Q9UGL1; AID 1347165, 2019; active = well fitted inhibition curve with a large enough effect; inconclusive = small, poorly fitted or top-dose-only effect; inactive = no such curve, though single readings can be large or run the other way; note: 0% is about no effect; nearly all actives have a fitted effect of over 70% in size
Target sequence (Q9UGL1 whole entry, looked up): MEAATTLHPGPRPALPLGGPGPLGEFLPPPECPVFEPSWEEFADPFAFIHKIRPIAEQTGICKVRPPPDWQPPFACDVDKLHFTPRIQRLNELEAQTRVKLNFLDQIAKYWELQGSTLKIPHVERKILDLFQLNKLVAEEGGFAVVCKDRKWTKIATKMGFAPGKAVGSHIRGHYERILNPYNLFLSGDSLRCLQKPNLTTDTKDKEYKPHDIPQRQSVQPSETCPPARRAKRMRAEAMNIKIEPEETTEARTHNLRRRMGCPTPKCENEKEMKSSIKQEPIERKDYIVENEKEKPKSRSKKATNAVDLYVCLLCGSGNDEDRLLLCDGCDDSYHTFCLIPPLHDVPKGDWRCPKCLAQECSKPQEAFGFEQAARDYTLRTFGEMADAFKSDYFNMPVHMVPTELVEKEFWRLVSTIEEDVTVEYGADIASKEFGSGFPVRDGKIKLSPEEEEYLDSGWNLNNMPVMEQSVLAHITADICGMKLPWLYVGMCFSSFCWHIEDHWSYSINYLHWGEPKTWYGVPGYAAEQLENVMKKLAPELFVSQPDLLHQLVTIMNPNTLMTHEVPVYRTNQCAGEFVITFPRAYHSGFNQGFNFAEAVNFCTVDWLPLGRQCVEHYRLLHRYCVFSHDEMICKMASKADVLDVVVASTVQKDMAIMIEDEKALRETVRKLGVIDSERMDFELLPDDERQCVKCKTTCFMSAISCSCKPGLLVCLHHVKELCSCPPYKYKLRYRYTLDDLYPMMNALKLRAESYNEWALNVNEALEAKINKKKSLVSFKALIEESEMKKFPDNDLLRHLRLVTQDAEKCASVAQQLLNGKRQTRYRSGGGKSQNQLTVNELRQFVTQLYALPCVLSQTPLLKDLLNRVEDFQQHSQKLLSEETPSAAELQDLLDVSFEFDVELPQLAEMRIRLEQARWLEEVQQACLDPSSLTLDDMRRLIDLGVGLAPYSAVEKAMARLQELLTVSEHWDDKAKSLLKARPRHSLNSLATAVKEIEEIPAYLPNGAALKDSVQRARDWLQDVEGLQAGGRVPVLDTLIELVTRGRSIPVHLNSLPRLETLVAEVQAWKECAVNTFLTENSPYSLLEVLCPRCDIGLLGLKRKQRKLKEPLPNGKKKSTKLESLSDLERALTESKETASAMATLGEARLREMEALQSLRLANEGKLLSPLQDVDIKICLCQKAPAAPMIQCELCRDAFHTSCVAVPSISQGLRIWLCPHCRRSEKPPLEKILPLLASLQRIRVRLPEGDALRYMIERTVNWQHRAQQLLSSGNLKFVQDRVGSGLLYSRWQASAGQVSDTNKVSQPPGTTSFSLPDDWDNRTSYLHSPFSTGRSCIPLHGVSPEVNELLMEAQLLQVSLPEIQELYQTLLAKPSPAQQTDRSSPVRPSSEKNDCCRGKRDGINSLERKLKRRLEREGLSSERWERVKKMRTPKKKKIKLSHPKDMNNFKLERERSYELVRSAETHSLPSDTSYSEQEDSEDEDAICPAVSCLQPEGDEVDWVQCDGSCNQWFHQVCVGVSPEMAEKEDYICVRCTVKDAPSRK
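Compound dilutions met 200 nM (final) KDM5BΔAP for 10 min at room temperature before substrate addition. The substrate mix held 12.5 µM H3K4me3 with cofactors 25 µM α-ketoglutarate and 50 µM Fe²⁺. NADH signal gain over 30 min defined activity.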
* = called active by the depositor; ? = inconclusive; [ ] = remark or other dose. Potency is the fitted concentration of half-maximal effect. Some of the compounds tested; count on the stated rates, not on these rows.

SMILES	KDM5B inh
COc1ccc(NC(=S)N=Nc2c(O)[nH]c3ccccc23)cc1	16.2%
Cc1cccc(C)c1NC(=O)Cn1cnc2c1c(=O)n(C)c(=O)n2C	16.4%
Cc1nc(-c2cnccn2)n(CC(=O)Nc2ccc(F)cc2)c(=O)c1C	-26.8%
CCOc1ccc(NC(=O)c2ccc3c(c2)S(=O)(=O)N=C(C)N3CC(C)C)cc1	8.0%
CCCCn1c(N)c(Sc2ccccc2[N+](=O)[O-])c(=O)[nH]c1=O	-13.7%
COc1cccc(-c2cc(C(=O)Nc3ccc(F)cc3)[nH]n2)c1	10.4%
Cc1ccc(Cl)cc1N1CCN(C(=O)c2ccc3c(c2)N(Cc2ccccc2F)C(=O)c2ccccc2S3(=O)=O)CC1	-8.0%
COc1ccc(CCC(=O)O)cc1Br	-0.3%
Clc1ccc(CN2CCC[C@H]2c2nc(-c3ccc(N4CCOCC4)nc3)no2)cc1	35.5µM*
CC(Oc1cccc(Cl)c1)C(=O)NN (stereo unspecified)	1.3%
O=C(C1CCN(Cc2ccccc2)CC1)N1CCN(C/C=C/c2ccccc2)CC1	6.5%
CC(CCc1ccccc1)NC(=O)C(C)O (stereo unspecified)	20.6%
CCOc1cc(/C=C2\NC(=O)NC2=O)ccc1OCc1ccc(Cl)cc1Cl	-1.7%
COc1ccc(C(C)n2c(C)c3c(C)nnc(C)c3c2C)cc1 (stereo unspecified)	?
COc1ccccc1-c1nnc2n1C(C(=O)NCc1ccc(F)cc1)CC2 (stereo unspecified)	?
CS(=O)(=O)N1CCC(C2CCN(C(=O)Cc3ccc(F)cc3)C2)CC1 (stereo unspecified)	-11.8%
COc1ccc(CC(=O)NC[C@@H]2CC[C@H]3C[C@@H]2C3(C)C)cc1	9.7%[86.2 µM]
Cc1ccccc1NC(=O)COc1ncnc2ccccc12	1.1%
O=C(c1ccno1)N1C[C@@H]2OCC(=O)N(CC3CC3)[C@@H]2C1	-17.4%[115 µM]
COc1cc(SC)ccc1C(=O)N[C@H]1CCN2C(=O)N(c3ccc(OC(F)(F)F)cc3)C(=O)[C@@H]2C1	-11.9%
Cc1cc(C)nc(NC(=O)Nc2cccc(Cl)c2C)c1	-8.7%
Cc1ccc(OCC(=O)N2CC(c3noc(COc4ccccc4)n3)C2)cc1	-2.6%
CC(Sc1ccc2ccccc2n1)C(=O)Nc1sccc1C(N)=O (stereo unspecified)	-5.9%
COCCN1C(=O)c2ccccc2C(C(=O)NCc2ccco2)C12CCCC2 (stereo unspecified)	-15.7%
COc1ccc(CNC(=O)C2(c3cccs3)CCOCC2)cc1	7.2%
O=C(c1ccccc1)N1CCn2c(nn(-c3ccc(Cl)cc3)c2=O)C1	28.3%[115 µM]
CCS(=O)(=O)N(C1CC1)C1CCOC2(CCN(C(=O)NCCc3ccccc3)CC2)C1 (stereo unspecified)	-29.0%
COC(=O)C1CCN(C(=O)COC(=O)c2cc3ccccc3[nH]2)CC1	?
O=C(CCN1CCOCC1)NC1CCCN(Cc2ccccc2F)C1 (stereo unspecified)	25.3%
CC(C)c1ccc(OCc2nc3c(n2Cc2ccccc2)C(=O)N(CC2CC2)CCN3)cc1	-10.3%
O=C(CCn1ccn2nc3c(c2c1=O)CCCC3)Nc1ccccc1F	-20.6%
COc1ccccc1C(=O)Nc1cc(-c2ccc(C)cc2)no1	?
Cc1cccc(Cn2c(-c3ccc(Cl)cc3)nc(C)c(CCO)c2=O)c1	-24.8%
COC[C@H]1C[C@@H](NCc2cccc(C(F)(F)F)c2)[C@H](O)[C@@H]1O	-0.1%[86.2 µM]
COc1ccc(C2Nc3ccccc3C(=O)N2Cc2ccccc2)cc1CN1CCOCC1 (stereo unspecified)	?
CCN(CC)C(=O)Cn1c(=O)n(Cc2ccc(C(=O)NCc3ccc(C)cc3)cc2)c(=O)c2ccccc21	4.2%
COc1ccc(S(=O)(=O)Nc2ccc(C)n(CC(=O)NC(C)C)c2=O)cc1	-35.3%
O=C(Nc1ccc(OC(F)(F)F)cc1)N1CCOC[C@H](Oc2ccccc2)C1	?
Fc1ccc(-c2nnn3c2nc(NCc2ccccc2)c2ccccc23)cc1	-1.2%
O=C(Cn1nc2n(c1=O)CCCC2)NCCc1ccc(Cl)cc1	-6.6%
O=C(NN=C(/C=C/c1ccccc1)/C=C/c1ccccc1)C(c1ccccc1)c1ccccc1	-14.2%
Cc1cccc(NC(=O)N2CCC(CCN)CC2)c1	-14.8%
O=C([C@@H]1C[C@H](F)CN1S(=O)(=O)Cc1ccccc1Cl)N1CCc2ccccc2C1	-29.2%
COc1cc(/C=C(\C#N)c2nc3ccccc3o2)cc(OC)c1OC	19.6%
CN(C)c1ccc(CNC(=O)CN2C(=O)C3CCCCN3c3ccc(C(=O)N4CCCC4)cc32)cc1 (stereo unspecified)	?
CC(C)CCNC(=O)CSc1nc2ccccc2nc1Cc1ccc(Cl)cc1	0.0%
Cc1ccc(NC(=O)N2CCN(c3nnc(C)c4c(C)n(-c5ccccc5)nc34)CC2)c(Cl)c1	-23.5%
COC[C@@H]1CN(Cc2cccnc2)C[C@H]1c1nc(C)no1	-16.1%

Retrieved one by one from above:
SMILES	KDM5B inh
Cc1ccc(NC(=O)N2CCN(c3nnc(C)c4c(C)n(-c5ccccc5)nc34)CC2)c(Cl)c1	-23.5%
COc1cc(/C=C(\C#N)c2nc3ccccc3o2)cc(OC)c1OC	19.6%

(cont.)
SMILES	KDM5B inh
O=C1NC2(CCN(C(=O)c3ccc(F)cc3)C2)Oc2ccccc21 (stereo unspecified)	11.9%[86.2 µM]
CC(C)(C(=O)N1CCN(Cc2ccccc2)CC(O)C1)c1ccccc1 (stereo unspecified)	?
Cc1nc(C2CCCN(C(=O)COC(C)C)C2)cc(N2CCOCC2)n1 (stereo unspecified)	19.6%
CC(O)C1CN(C(=O)OC(C)(C)C)CCN1 (stereo unspecified)	126.3%[activator][149 µM]
O=C(O)C1=NOC2CN([S+](=O)([O-])CCC(F)(F)F)CC12 (stereo unspecified)	-6.9%[149 µM]
COc1cccc(C(=O)N2CCC(N3C[C@H](O)C[C@H]3C(=O)Nc3ccccc3OC)CC2)c1	-13.0%
CC(C)CNC(=O)NC(=O)COC(=O)c1ccc2c(=O)n3c(nc2c1)CCCCCC3	2.6%
COc1ncccc1-c1cc(-c2cccnc2)c2cncn2c1	35.5µM*
COc1ccc2c(c1)O/C(=C\c1ccccc1C)C2=O	?
CCc1ccc(C(=O)COC(=O)Cc2ccc(-c3ccccc3)cc2)cc1	-17.2%
CC(C)(C)C1CCC2(CC1)NC(=O)N(CC(=O)N1CCN(c3ccc(F)cc3)CC1)C2=O (stereo unspecified)	-13.3%
Cc1cc(C)c(S(=O)(=O)c2ccccc2C(C)C)c(=O)[nH]1	-19.1%
CCN(CC)S(=O)(=O)N1CC=C(c2c[nH]c3cccc(C)c23)CC1	-28.9%
O=C(CCc1nc(Cc2ccccc2)no1)N1CCSCC1	14.5%
COc1ccc(-c2noc(C3CCCN(C(=O)c4ccccc4)C3)n2)cc1 (stereo unspecified)	12.1%
O=C(Nc1ccc2c(c1)OCO2)c1cc(-c2cccc(O)c2)on1	-8.5%
COc1ccc(OC2CCN(C(C)=O)CC2)c(C(=O)N(C)Cc2ccc3nccnc3c2)c1	-11.7%
O=C(c1ccccc1)N1CCN(C(=O)c2n[nH]c(=O)c3ccccc23)CC1	2.4%
Cc1ccc(Nc2nnc(-c3ccccc3N)o2)cc1C	?
C[C@]1(CO)[C@H]2Cc3sc(NC(=O)COc4ccccc4)nc3[C@@H](CC(=O)O)[C@]2(C)CC[C@H]1O	-15.6%
Cn1cccc1CN1CCC(N2Cc3ccccc3C2=O)CC1	?
CC(C)c1noc([C@@H]2C[C@@H](O)CN2Cc2ccc(N(C)C)cc2)n1	-11.4%[86.2 µM]
CN1CCC(OC2CCN(C(=O)c3ccc(Br)o3)CC2)CC1	15.1%
COc1ccccc1CCNS(=O)(=O)c1cn(C)nc1C	9.3%
CCOC(=O)c1coc(CNC(=O)c2coc(C)c2)c1	-10.3%
CCCc1ccc(-c2csc(NC(=O)c3cnc4c(c3)c(=O)n(C)c(=O)n4C)n2)cc1	-7.9%
CC(C)c1noc(-c2cccn3c(CNC(=O)c4ccc(F)cc4Cl)nnc23)n1	25.1µM*
O=CN1CCCNCC1	12.5%
CCN(CC)CC(O)Cn1c(C)c(-c2ccccc2)c2cc([N+](=O)[O-])ccc21 (stereo unspecified)	13.6%
O=C(N/N=C\C=C\c1ccc(Br)cc1)c1ccc2c(c1)OCO2	-9.6%
Cn1cc2c(C(F)(F)F)cc(=O)n(CCC(=O)O)c2n1	?
Cc1ccccc1NC(=O)N1CCC(CCN)CC1	20.0%
COc1cc(/C=N/O)cc(Br)c1OC(C)=O	-8.4%
CCN(C(=O)COC(=O)CCC(=O)c1ccc(C)cc1)c1c(N)n(Cc2ccccc2)c(=O)[nH]c1=O	-13.4%
CCOc1ccc(CCNC(=O)c2ccc(-n3c(C)cc4c3CCCC4)cc2)cc1OCC	?
O=C(NC1CC1)[C@@H]1C[C@H](Oc2cccnc2)CN1C(=O)Cc1ccccc1	-7.5%

No new results follow: an excerpt of the list.
SMILES	KDM5B inh
CCOC(=O)c1coc(CNC(=O)c2coc(C)c2)c1	-10.3%
CCCc1ccc(-c2csc(NC(=O)c3cnc4c(c3)c(=O)n(C)c(=O)n4C)n2)cc1	-7.9%
CC(C)c1noc(-c2cccn3c(CNC(=O)c4ccc(F)cc4Cl)nnc23)n1	25.1µM*
O=CN1CCCNCC1	12.5%
CCN(CC)CC(O)Cn1c(C)c(-c2ccccc2)c2cc([N+](=O)[O-])ccc21 (stereo unspecified)	13.6%
O=C(N/N=C\C=C\c1ccc(Br)cc1)c1ccc2c(c1)OCO2	-9.6%

Shown as a hit in KDM5B inh, of those listed so far:
SMILES	KDM5B inh
Clc1ccc(CN2CCC[C@H]2c2nc(-c3ccc(N4CCOCC4)nc3)no2)cc1	35.5µM*
COc1ncccc1-c1cc(-c2cccnc2)c2cncn2c1	35.5µM*
CC(C)c1noc(-c2cccn3c(CNC(=O)c4ccc(F)cc4Cl)nnc23)n1	25.1µM*

(listing goes on)
SMILES	KDM5B inh
Cc1ccc2c(c1)nc1n2[C@@H](CNC(C)C)COC1	3.2%[115 µM]
N#Cc1cc2c(nc1SCC(=O)N1CCCCC1)CCCC2	-4.1%
C[C@H]1CCC[C@]2(C)C[C@H]3OC(=O)C(CN4CCCCCC4)[C@H]3C=C12 (stereo partly specified)	-19.3%
CCOC(=O)c1[nH]c2ccc(F)cc2c1NC(=O)C1CC1	?
CC(C)Cn1nc(C(=O)Nc2ccc(I)cc2)c2ccccc2c1=O	-2.3%
O=C(O)c1cccc2c(Br)cccc12	5.4%
CC(C)c1ccccc1OCC(=O)Nc1cc(C(F)(F)F)ccc1N1CCOCC1	-8.9%
NC(CC(=O)O)C(F)(F)F (stereo unspecified)	10.8%
CC(C)c1noc(C2CCCN(C(=O)NC3CCCCC3)CCC(=O)NCC2)n1 (stereo unspecified)	-13.8%
CC(C)Oc1ccc(CNC(=O)C2CCCCC(=O)N2Cc2ccccc2)cc1 (stereo unspecified)	25.5%
CC(=O)N1CCC(N[C@@H]2CO[C@H](CNS(=O)(=O)c3ccc(C)cc3)[C@H]2O)CC1	38.3%[activator][86.2 µM]
CC(=O)c1ccc(NC(=O)CCn2cccn2)cc1	5.2%
CCc1noc([C@@H]2CC(F)(F)CN2C(=O)c2ccc(OC)nc2)n1	-0.5%
Cc1cccc(-c2noc([C@@H]3C[C@@H](O)CN3Cc3ncc[nH]3)n2)c1	-38.1%[86.2 µM]
CC(C)NC(=O)N[C@H]1CCN2C(=O)c3cc(-c4ccsc4)ccc3NC(=O)[C@@H]2C1	?
COc1ccccc1CNC(=O)CSc1nc(-c2ccc(OC)c(OC)c2)cc(C(F)(F)F)n1	?
CN1c2cc(C(=O)N3CCN(c4ccccc4F)CC3)ccc2C(=O)N2CCCCC21 (stereo unspecified)	?
CCc1ccc(NCc2ccc(OC)c(Cn3ccnc3)c2)cc1	39.5%[activator]
CCc1c(C(=O)Nc2cccc(OC)c2)cnn1-c1ccc(OC)nn1	21.3%
C=CCSc1ccccc1NC(=O)c1cc(C)cc(C)c1	-5.0%
CC1CCc2c(sc3nnn(CC(=O)Nc4c(C(C)C)cccc4C(C)C)c(=O)c23)C1 (stereo unspecified)	-8.8%
CC(=O)c1ccc(NC(=O)N[C@@H]2C=C(C(=O)NCCC(N)=O)C[C@@H](O)[C@@H]2O)cc1	?
COCCO[C@H]1C(=O)N(C2CCN(C(=O)C3CC=CC3)CC2)[C@H]1c1ccncc1	11.3%
FC(F)Oc1ccccc1CN1CCCC(Nc2ccccc2)C1 (stereo unspecified)	22.7%
CC(C)CNc1ccc2c(n1)C(C)(C(=O)NCc1cnccn1)CN(Cc1ccccc1)C2 (stereo unspecified)	180.6%[activator]
Cc1ccc(C(=O)NCc2ccc(-c3csc(C)n3)cc2)cc1	-10.0%
CC(=O)c1nn(-c2ccc(OC(F)(F)F)cc2)nc1Nc1ccc(Cl)cc1	-5.5%
Cc1ccc(CNC(=O)C2CCN(S(=O)(=O)N3CCC(C)CC3)CC2)cc1	-6.3%
CCOC(=O)c1c(C)[nH]c(C)c1S(=O)(=O)N1CCC(C(=O)NCc2ccc(C)cc2)CC1	9.3%
Cn1ncc(N2CCCC(CC(=O)NCc3ccccn3)C2)cc1=O (stereo unspecified)	-12.8%
CCCCC(=O)Nc1ccc2nc(N3CCN(CC)CC3)cc(C)c2c1	?
CCc1nc2c(c(-c3ccc(Cl)cc3)n1)CCN([S+](=O)([O-])c1cccs1)CC2	-5.2%
COc1ccc(-c2nn(-c3ccccc3)cc2CN2C[C@@H](C)O[C@@H](C)C2)c(F)c1	4.4%
CCOCc1nc(C2CCCN(C(=O)NCCc3ccccc3)C2)no1 (stereo unspecified)	17.1%
Cc1ccc(C(=O)c2cn(CC(=O)Nc3ccc4c(c3)OCCO4)c3nc(C)ccc3c2=O)cc1	-8.6%
